T cell HTS = modulators of CD8 T cell-vesicle binding, primary screen, mouse 2C CD8+ T cells, flow cytometry | 330,000 compounds, 0.068% hits | AID 2052, 2009 | calls only at 7 µM | 2C CD8+ T cell-vesicle binding; hits give low values;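 active means response, share of CD8 T cells binding vesicles, and their 90th percentile fluorescence all below set limits, cut at about 80% in these data, passing the limit was not always enough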
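Material: 2C TCR transgenic mouse naive CD8+ T cells, MACS-purified. Also added: QL9-charged Drosophila Ld/ICAM-1/B7-1 vesicles. Timing: binding 1.5 h at 37 °C. Measured by: high-throughput flow cytometry with anti-B7-1 and anti-CD8 staining. Read-out: percent CD8+ FL2 mean versus row control. Controls: Unloaded micro-vesicles (low), QL9 vesicles with 0.7% DMSO (high).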
Myeloid diff 2 = induction of myeloid progenitor differentiation, primary screen, cell-based, flow cytometry, MLPCN library; ER-HoxA9 myeloid progenitors, lysozyme-GFP differentiation; 360,000 compounds, 1% hits; calls only at 10 µM;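 active means normalized GFP-positive differentiation at or above the plate's own cutoff, the solvent-only control mean plus 3 SD; inconclusive means no clear call, values can overlap the other calls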;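 further: cells exposed to compound for four days before flow analysis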
Rac1 GTP hydrolysis = MgcRacGAP GTPase-activating activity inhibitors, confirmation, biochemical, ADP Hunter fluorescence. 340,000 compounds, 0.6% hits. MgcRacGAP-stimulated Rac1 GTP hydrolysis, ADP Hunter fluorescence; higher % means a stronger effect; GST-tagged Rac1 F28L mutant substrate. inhibition, % at 30 µM, or IC50 in µM where a hit was titrated. Rac GTPase-activating protein 1 (Homo sapiens). AID 624330, 2012;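 active means first-screen hits whose inhibition reached a set limit at any dose in the follow-up dose series; inconclusive means inhibition above the set first-screen limit but never retested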;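 further: fluorescence reports GDP produced by GAP-driven GTP hydrolysis; strong numbers were not always called active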
SV40 large T antigen = SV40 large T antigen inhibitors, biochemical (AID 1903). 310,000 compounds, 0.39% hits. SV40 large T antigen ATPase/helicase inhibition assay; higher % means a stronger effect. inhibition, % at 20 µM, or IC50 in µM where a hit was titrated; in the data active means a potency from the dose series; inconclusive means inhibition mostly from about 32% at the one dose, without a potency; inactive means the rest, 99 in 100 with inhibition below about 32%; further: strong numbers were not always called active
T cell HTS vesicle-bound % = recorded beside T cell HTS, whose call it bears; double positive events, %; measured here: CD8+ vesicle-bound cell fraction;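 binding gate set so that unloaded-vesicle control wells show 10% double positive cells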
Myeloid diff 2 GFP+ MAC1+ % = also measured in Myeloid diff 2; calls as there; GFP+ MAC1+ double positive, %; measured here: differentiation confirmed by MAC1 staining
* hit, by the source's call; i = inactive; ? = inconclusive; . = no result given; + = active, no number; & = joins results of further samples. Not all compounds are listed, so the mix of outcomes need not match the whole.

SMILES	T cell HTS	Myeloid diff 2	Myeloid diff 2 GFP+ MAC1+ %	Rac1 GTP hydrolysis	SV40 large T antigen	others
C[C@]12CCC3C(CC[C@H]4C[C@@H](O)CC[C@]34C)C1C[C@@H](Br)[C@@H]2O (stereo partly drawn)	i	.	.	.	.	T cell HTS vesicle-bound %=35
C=C1C(=O)OC2CC3(C)OC3C3OC3C3=CC(OC3=O)C12 (stereo not drawn)	.	i	2.3	.	.
CC(C)(C)n1nnnc1C(C1CC1)N1CCC2(CC1)C(=O)NCN2c1ccccc1 (stereo not drawn)	.	i	0.3	.	.
N#CC12CC(=O)N1Cc1cnnn1-c1ccccc12 (stereo not drawn)	.	i	0.4	.	.
COC(=O)[C@@H]1N=C(c2ccc(OC)cc2)O[C@]12C(=O)N(C)c1ccc(Cl)cc12	.	i	1.0	.	.
Cc1ccc(S(=O)(=O)N2Cc3cc(-c4ccccc4)ccc3-n3nncc3C2)cc1	.	i	0.5	.	.
CCC(c1nnnn1-c1ccc(OC)cc1)N1CCC2(CC1)C(=O)NCN2c1ccccc1 (stereo not drawn)	.	i	0.8	.	.
CN(Cc1cccc(-c2cccnc2)c1)C(=O)Oc1ccc([N+](=O)[O-])cc1	.	i	0.9	.	.
COc1ccc(C(c2nnnn2-c2c(C)cccc2C)N2CCC(n3c(=O)[nH]c4ccccc43)CC2)cc1 (stereo not drawn)	.	i	1.5	.	.
O=P(/C=C1\OCc2ccccc21)(Oc1ccccc1)Oc1ccccc1	.	i	1.4	.	.
CCOC(=O)[C@]12Cc3c(cc(OC)c(OC)c3OC)[C@H]1N(C(C)C)C(=O)c1ccccc12	.	i	0.9	.	.
CC(C)(C)n1nnnc1C(C1CC1)N1CCC(n2c(=O)[nH]c3ccccc32)CC1 (stereo not drawn)	.	i	1.4	.	.
O=C1NCN(c2ccccc2)C12CCN(C(c1ccccc1OC(F)(F)F)c1nnnn1-c1ccc3c(c1)OCCO3)CC2 (stereo not drawn)	.	i	1.5	.	.
COc1ccc(C(c2nnnn2-c2ccc3c(c2)OCCO3)N2CCC(n3c(=O)[nH]c4ccccc43)CC2)cc1 (stereo not drawn)	.	i	1.3	.	.
COc1ccc(-n2nnnc2C(c2cc3ccccc3o2)N2CCC(n3c(=O)[nH]c4ccccc43)CC2)cc1 (stereo not drawn)	.	i	2.0	.	.
COc1ccc(C(c2nnnn2Cc2ccccc2)N2CCC3(CC2)C(=O)NCN3c2ccccc2)cc1 (stereo not drawn)	.	i	1.7	.	.
CCOC(=O)[C@]12Cc3cc(OC)ccc3[C@H]1N(C(C)C)C(=O)c1cc(OC)ccc12	.	i	0.8	.	.
COC1=CC23CCCN2CCc2cc4c(cc2C3C1O)OCO4 (stereo not drawn)	.	i	3.5	.	.
CCOC(=O)[C@]12Cc3ccc(C)cc3[C@H]1N(C1CCCCC1)C(=O)c1cc(OC)ccc12	.	?	.	.	.
COc1cccc(C(c2nnnn2Cc2ccccc2)N2CCC3(CC2)C(=O)NCN3c2ccccc2)c1OC (stereo not drawn)	.	i	0.9	.	.
O=c1[nH]c2ccccc2n1C1CCN(C(c2cccc3ccccc23)c2nnnn2Cc2ccccc2)CC1 (stereo not drawn)	.	i	0.9	.	.
O=C(NC1CCCCC1)N1Cc2cc(-c3cccc(F)c3)ccc2-n2nncc2C1	.	i	0.5	.	.
CCOC(=O)[C@]12Cc3cc(OC)ccc3[C@H]1N(C1CCCCC1)C(=O)c1cc(OC)ccc12	.	?	.	.	.
CCC1C2CC3C4N(C)c5ccccc5C45CC(C2C5O)N3C1O (stereo not drawn)	.	i	1.4	.	.
CCCCn1nnnc1C(C1CC1)N1CCC(n2c(=O)[nH]c3ccccc32)CC1 (stereo not drawn)	.	i	0.7	.	.

A draw from above in order of number of heavy atoms, highest first:
SMILES	T cell HTS	Myeloid diff 2	Myeloid diff 2 GFP+ MAC1+ %	Rac1 GTP hydrolysis	SV40 large T antigen	others
COc1ccc(C(c2nnnn2-c2c(C)cccc2C)N2CCC(n3c(=O)[nH]c4ccccc43)CC2)cc1 (stereo not drawn)	.	i	1.5	.	.
CCOC(=O)[C@]12Cc3cc(OC)ccc3[C@H]1N(C1CCCCC1)C(=O)c1cc(OC)ccc12	.	?	.	.	.
CCOC(=O)[C@]12Cc3ccc(C)cc3[C@H]1N(C1CCCCC1)C(=O)c1cc(OC)ccc12	.	?	.	.	.
CC(C)(C)n1nnnc1C(C1CC1)N1CCC2(CC1)C(=O)NCN2c1ccccc1 (stereo not drawn)	.	i	0.3	.	.
CC(C)(C)n1nnnc1C(C1CC1)N1CCC(n2c(=O)[nH]c3ccccc32)CC1 (stereo not drawn)	.	i	1.4	.	.
COC(=O)[C@@H]1N=C(c2ccc(OC)cc2)O[C@]12C(=O)N(C)c1ccc(Cl)cc12	.	i	1.0	.	.
N#CC12CC(=O)N1Cc1cnnn1-c1ccccc12 (stereo not drawn)	.	i	0.4	.	.

Back to the main list, repeating the 2 entries before the break.
SMILES	T cell HTS	Myeloid diff 2	Myeloid diff 2 GFP+ MAC1+ %	Rac1 GTP hydrolysis	SV40 large T antigen	others
CCC1C2CC3C4N(C)c5ccccc5C45CC(C2C5O)N3C1O (stereo not drawn)	.	i	1.4	.	.
CCCCn1nnnc1C(C1CC1)N1CCC(n2c(=O)[nH]c3ccccc32)CC1 (stereo not drawn)	.	i	0.7	.	.
CCCCCN1C(=O)c2ccccc2[C@@]2(C(=O)OCC)Cc3cc(OC)ccc3[C@@H]12	.	+	4.0*	.	.
O=C1NCN(c2ccccc2)C12CCN(C(c1cccc3ccccc13)c1nnnn1C1CCCC1)CC2 (stereo not drawn)	.	i	1.0	.	.
O=c1[nH]c2ccccc2n1C1CCN(C(c2cccs2)c2nnnn2-c2ccc3c(c2)OCCO3)CC1 (stereo not drawn)	.	?	.	.	.
O=C1NCN(c2ccccc2)C12CCN(C(c1ccnc3ccccc13)c1nnnn1Cc1ccccc1)CC2 (stereo not drawn)	.	i	1.0	.	.
CCOC(=O)[C@]12Cc3cc(C)ccc3[C@H]1N(C)C(=O)c1ccccc12	.	i	0.7	.	.
CCC(C)c1cnc(CC(C)C)c(=O)n1O (stereo not drawn)	.	i	1.4	.	.
CCCCn1nnnc1C(CCSC)N1CCC(n2c(=O)[nH]c3ccccc32)CC1 (stereo not drawn)	.	i	1.0	.	.
CCOC(=O)[C@]12Cc3cc(OC)ccc3[C@H]1N(C)C(=O)c1cc(OC)ccc12	.	i	1.1	.	.
CCOC(=O)c1cc2ccccc2n1C1CCN(Cc2ccccc2)CC1	.	i	0.0	.	.
C[C@]12C[C@H](O)[C@@H](O)C[C@@H]1CC[C@@H]1[C@@H]2CC[C@]2(C)C(=O)CC[C@@H]12	.	i	2.1	.	.
C#CCCC[C@@H]1OC(=O)CNC(=O)C([C@@H](C)CC)NC(=O)[C@@H]2CCCN2C(=O)C([C@@H](C)CC)OC(=O)[C@H](Cc2ccccc2)N(C)C(=O)[C@H](C(C)C)NC(=O)C1(C)C (stereo partly drawn)	.	i	1.1	.	.
CC(N)C(=O)NC1C2C(=C(O)CC(O)C2O)C(=O)OC1(C)C(Cl)Cl (stereo not drawn)	.	.	.	-2%	.
COC1CCC(OC2CC(C3(C)CCC4(CC(O)C(C)C(C(C)/C=C(\C)C(=O)C(C)CC(C)C(=O)O)O4)O3)OC3(OC(C4OC(O)(CO)C(C)CC4C)CC3C)C2C)OC1C (stereo not drawn)	.	.	.	1%	.
CC1=CC2OC3CC4OC(=O)C=CC=CC(C(C)O)OCC(O)C5(C)OC5C(=O)OCC2(CC1O)C4(C)C31CO1 (stereo not drawn)	.	.	.	0%	.
COc1ccc(C2=CC(c3ccc4c(c3)OCO4)c3c(c4ccccc4oc3=O)O2)cc1OC (stereo not drawn)	.	.	.	4%	.
C=C1C(=O)OC2CC3(C)OC3CCC(C)=CC(OC(C)=O)C12 (stereo not drawn)	.	.	.	6%	.
C[C@]12CCC(=O)C[C@@H]1CC[C@@H]1[C@@H]2CC[C@]2(C)[C@@H](O)CC[C@@H]12	i	.	.	0%	.	T cell HTS vesicle-bound %=6
CNC(C)Cc1ccccc1 (stereo not drawn)	i	.	.	7%	.	T cell HTS vesicle-bound %=9
COc1ccc2c3c1OC1[C@H](O)CCC4[C@@H](C2)N(C)CC[C@]314 (stereo partly drawn)	i	.	.	4%	.	T cell HTS vesicle-bound %=5
CC[C@H](OC(C)=O)C(C[C@H](C)N(C)C)(c1ccccc1)c1ccccc1	i	.	.	4%	.	T cell HTS vesicle-bound %=4
CC(CC(C#N)(c1ccccc1)c1ccccc1)N(C)C (stereo not drawn)	i	.	.	2%	.	T cell HTS vesicle-bound %=4
O=C1/C(=C/c2ccccc2)C[C@@]2(O)[C@H]3Cc4ccc(O)c5c4[C@@]2(CCN3CC2CC2)C1O5 (stereo partly drawn)	i	.	.	10%	.	T cell HTS vesicle-bound %=5
CC(C)=CCN1CC[C@@]2(C)c3cc(O)ccc3CC1C2C (stereo partly drawn)	i	.	.	2%	.	T cell HTS vesicle-bound %=10
CN1C2CCC1C(C(=O)O)C(OC(=O)c1ccccc1)C2 (stereo not drawn)	i	.	.	9%	.	T cell HTS vesicle-bound %=6
C[C@]12CC[C@H]3[C@@H](CCC4=CC(=O)CC[C@@]43C)[C@@H]1CC[C@@H]2O	i	.	.	6%&4%	.	T cell HTS vesicle-bound %=5

Other records.
SMILES	T cell HTS	Myeloid diff 2	Myeloid diff 2 GFP+ MAC1+ %	Rac1 GTP hydrolysis	SV40 large T antigen	others
CC1(C(=O)O)CCCC2(C)c3cc(O)ccc3CCC12 (stereo not drawn)	i	i	0.6	.	11%	T cell HTS vesicle-bound %=45
CCC1(CC)COP(=O)(OCC(Cl)CCl)OC1 (stereo not drawn)	.	i	0.6	10%	.
O=[N+]([O-])c1ccc(N2CC2)c([N+](=O)[O-])c1	.	i	1.0	6%	.
CC1CC2(C)C(CCC3C2CCC2(C)C(OP(=O)(N4CC4)N4CC4)CCC32)CC1=O (stereo not drawn)	.	i	1.0	-6%	.
CCOP(=S)(OCC)Oc1cc(C)nc(C(C)C)n1	.	i	2.3	10%	.
Oc1c(Cl)cccc1Cc1cc(Cl)cc(Cl)c1O	.	i	0.4	19%	.
CC=C(CC)C1(CC)C(=O)NC(=S)NC1=O	.	?	.	1%	.
O=P(N1CCCCCC1)(N1CCCCCC1)N1CC1	.	i	1.0	-1%	.
COc1ccc(C=C2C(=O)NC(=S)NC2=O)cc1OC	.	i	1.4	11%	.
C[C@H](CO)N1C[C@H](C)[C@@H](CN(C)C(=O)Oc2ccc3ccccc3c2)OCc2cnnn2CCCC1=O	.	i	1.0	13%	.
CC(C)CN1Cc2ccccc2-n2nncc2C1	.	i	1.7	8%	.
CC[C@H]1OC(=O)C[C@@H](O)[C@H](C)[C@@H](O[C@@H]2O[C@H](C)[C@@H](O[C@H]3C[C@@](C)(O)[C@@H](O)[C@H](C)O3)[C@H](N(C)C)[C@H]2O)[C@@H](CC=O)C[C@@H](C)C(=O)/C=C/C(C)=C/[C@@H]1CO[C@@H]1O[C@H](C)[C@@H](O)[C@@H](OC)[C@H]1OC	.	i	0.9	6%	.
Cc1ncoc1C(=O)NCC1=C(c2ccc(S(C)(=O)=O)cc2)C[C@@H]2CC[C@H]1N2Cc1ccco1	.	i	0.1	11%	.
O=C1NC(=O)C(=Cc2c(Cl)cccc2Cl)C(=O)N1	.	i	0.8	43%	.
O=C1NC(=O)C2(CCN(S(=O)(=O)c3ccccc3)CC2)C(=O)N1	.	i	0.6	4%	.
CC1([N+](=O)[O-])COP(=O)(NC2CC2)OC1 (stereo not drawn)	.	i	0.8	10%	.
CC1=CP(=O)(Oc2ccc([N+](=O)[O-])cc2)CC1 (stereo not drawn)	.	i	0.5	5%	.
CC(CC(C)(C)N1CC1)=NO	.	i	2.1	1%	.
O=P(Oc1ccc(-c2ccccc2)cc1)(N1CC1)N1CC1	.	i	2.3	45%	.
